High-throughput results (PubChem BioAssay)
GPR151 activ: activators of human GPR151, primary screen, cell-based, PathHunter beta-arrestin, luminescence | G-protein coupled receptor 151 (Homo sapiens), Q8TDV0 | PathHunter beta-arrestin GPR151 cells | activation, % at 11.2 µM | hit rate 1% among 650,000; in the data active = activation above about 4.9%;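 note: 0% = median of compound wells and 100% = cells with positive control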
Target sequence (Q8TDV0 whole entry, looked up): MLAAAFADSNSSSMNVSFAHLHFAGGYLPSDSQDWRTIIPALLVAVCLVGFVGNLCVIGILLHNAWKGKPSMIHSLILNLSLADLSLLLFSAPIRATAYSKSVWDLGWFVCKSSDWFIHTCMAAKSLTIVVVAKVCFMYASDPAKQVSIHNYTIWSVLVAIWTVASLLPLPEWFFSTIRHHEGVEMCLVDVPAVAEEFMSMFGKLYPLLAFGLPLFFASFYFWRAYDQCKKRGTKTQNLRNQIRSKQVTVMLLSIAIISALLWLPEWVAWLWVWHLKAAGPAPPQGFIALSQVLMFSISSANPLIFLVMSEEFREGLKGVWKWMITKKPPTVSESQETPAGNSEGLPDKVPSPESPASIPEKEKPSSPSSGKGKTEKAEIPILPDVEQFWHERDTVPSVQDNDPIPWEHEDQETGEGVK
TEAD-YAP inh: TEAD-YAP interaction inhibition, primary screen, TEAD-YAP interaction inhibitor project, luminescence, HEK-TIYL cells | TEAD-Gal4/YAP UAS-luciferase luminescence | inhibition, % at 9.12 µM | hit rate 1.4% among 640,000; in the data active = inhibition above about 32%;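 note: 0% = median of test compound wells and 100% = reference inhibitor wells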
FBW7 act: FBW7 E3 ligase activators, primary screen, biochemical, AlphaScreen, human. AlphaScreen FBW7–phospho-cyclin E peptide binding, activator screen. normalized activity (activation), % at 26.1 µM. hit rate 0.13% among 650,000; in the data active = normalized activity above about 1.9%;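 note: purified mutant Fbw7 with reduced substrate affinity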
MITF inh: MITF inhibitors, primary screen, biochemical, AlphaScreen, human; inhibition, % at 2.6 µM; AlphaScreen MITF homodimerization, bead proximity signal; hit rate 0.91% among 650,000; in the data active = inhibition above about 50%;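 note: 0% = vehicle wells with protein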
Target sequence (O75030 whole entry, looked up): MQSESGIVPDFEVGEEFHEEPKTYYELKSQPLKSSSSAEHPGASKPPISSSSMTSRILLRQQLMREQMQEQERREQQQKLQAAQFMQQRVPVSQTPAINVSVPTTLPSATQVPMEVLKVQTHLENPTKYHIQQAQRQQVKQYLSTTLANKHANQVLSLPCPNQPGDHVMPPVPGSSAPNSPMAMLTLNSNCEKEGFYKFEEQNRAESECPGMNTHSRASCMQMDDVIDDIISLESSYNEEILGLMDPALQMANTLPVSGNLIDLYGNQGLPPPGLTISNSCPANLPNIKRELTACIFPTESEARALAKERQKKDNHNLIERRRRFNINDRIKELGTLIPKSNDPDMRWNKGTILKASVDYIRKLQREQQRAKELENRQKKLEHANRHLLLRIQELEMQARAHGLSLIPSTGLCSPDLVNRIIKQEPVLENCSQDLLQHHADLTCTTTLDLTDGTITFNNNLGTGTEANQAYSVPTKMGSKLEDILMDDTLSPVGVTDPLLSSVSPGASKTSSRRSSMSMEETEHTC
Starred values were filed as active, the others as inactive; . = no result given. Not a hit list; about 3.4% have a hit in one of these screens.

Order of values – GPR151 activ | TEAD-YAP inh | FBW7 act | MITF inh
1) Cc1cc2cc(C#N)c(N3CCCN(C(=O)/C=C/C(=O)O)CC3)nc2cc1C
→ 0.7 | 16 | 0.0 | 0
2) CC(NC(=O)Cn1nnc(-c2ccccc2F)n1)c1ccccc1 (stereo not drawn)
→ -1.7 | -15 | -0.1 | -2
3) CC(C)N(CCNC(=O)c1cncc(-c2ccccc2)c1)C(C)C
→ 1.5 | 1 | -0.1 | -2
4) C/C(N)=C(/C#N)C(=O)CSc1nnc(-c2cccc(S(=O)(=O)N3CCOCC3)c2)o1
→ -0.9 | 8 | 0.1 | 15
5) O=C(N/N=C/c1cc(Br)c(O)c(Br)c1O)C(O)c1ccccc1 (stereo not drawn)
→ 0.5 | -4 | -0.1 | -7
6) O=C(NCCc1ccccc1)c1c[nH]c2ccc(S(=O)(=O)N3CCc4ccccc43)cc2c1=O
→ 0.3 | 6 | 0.1 | 5
7) COCCCn1c(SCc2nc3ccccc3c(=O)[nH]2)nc2ccccc2c1=O
→ -1.6 | 7 | 0.0 | 8
8) Cn1c(NC(=O)c2ccc(Cl)c([N+](=O)[O-])c2)cc(=O)n(C)c1=O
→ 0.3 | -2 | 0.4 | 18
9) CCc1ccc(S(=O)(=O)Nc2cc(Cl)c3oc(C)c(C(C)=O)c3c2)cc1
→ -0.7 | -1 | 0.0 | -17
10) O=C(CSc1nnc(-c2ccco2)o1)Nc1ccc2[nH]c(=O)[nH]c2c1
→ 1.0 | 4 | 0.1 | 4

Order of values – GPR151 activ | TEAD-YAP inh | FBW7 act | MITF inh
11) O=C(NCC(c1ccco1)N1CCOCC1)c1ccccc1F (stereo not drawn)
→ 4.4 | 2 | -0.2 | -3
12) COc1ccc(-n2nc(C(=O)Nc3cc(C)ccc3OC)c3ccccc3c2=O)c(OC)c1
→ 0.1 | -4 | -0.1 | 2
13) O=C(CSCc1c(Cl)cccc1Cl)Nc1cc(C(=O)O)cc(C(=O)O)c1
→ 0.7 | -1 | 0.0 | 2
14) COC(=O)c1ccccc1NC(=O)COCc1cc(-c2ccco2)on1
→ 1.8 | -6 | 0.4 | -4
15) CCNC(=O)N1CCC(n2nccc2NC(=O)Nc2cccc(F)c2)CC1
→ 1.4 | -4 | 0.1 | -11
16) Cn1c(SCCc2ccccc2)nc2c(c1=O)C(C)(C)Cc1ccccc1-2
→ 0.9 | 15 | -0.1 | 6
17) CCN1CCN(C(=O)Nc2ccc(Cl)cc2)CC1
→ 0.3 | -13 | 0.1 | -1
18) CSc1nc2ccccc2n1CC(=O)NC1CCCCC1
→ -1.7 | -4 | -0.1 | -5
19) COc1ccccc1C(=O)N/C(=N\c1nc(C)cc(C)n1)Nc1ccccc1
→ -1.0 | -46 | -0.2 | 5
20) COCCn1nnnc1C(c1ccc(C)cc1)N1CCN(C(=O)c2ccco2)CC1 (stereo not drawn)
→ -0.6 | 3 | 0.1 | 1

Order of values – GPR151 activ | TEAD-YAP inh | FBW7 act | MITF inh
21) CN1CCC(N(C(=O)c2ccc(C(C)(C)C)cc2)C2CC2)CC1
→ 0.7 | -15 | 0.0 | -7
22) CC(C)(C)NC(=O)c1ccc2c(c1)C(=O)N(c1ccc(Br)cc1)C2=O
→ 1.7 | -6 | 0.0 | 6
23) O=S(=O)(c1ccc(F)cc1)n1nc(C(F)(F)F)c2cnccc21
→ 5.3* | 6 | 0.2 | 2
24) C/C=N/N=C1/NC(=O)C(CC(=O)Nc2ccccc2C(F)(F)F)S1 (stereo not drawn)
→ 0.9 | 13 | 0.6 | 26
25) CCOC(=O)C1CCN(C(=O)c2ccc(N3CC4CC(C3)c3cccc(=O)n3C4)c(NS(=O)(=O)c3ccc(NC(C)=O)cc3)c2)CC1 (stereo not drawn)
→ 2.0 | 7 | 0.2 | 3
26) COc1ccc(N2CC(C(=O)NCC3CCCO3)CC2=O)cc1 (stereo not drawn)
→ 0.5 | -6 | -0.1 | -1
27) O=C(O)CCCCCNC1=C(n2nnc3ccccc32)C(=O)c2ccccc2C1=O
→ 0.4 | -10 | 0.1 | -2
28) O=C1C2CC=C(Cl)CC2C(=O)N1Cc1ccoc1 (stereo not drawn)
→ 0.2 | -10 | 0.1 | 6
29) COc1ccc(C2=N/C(=C\c3ccc(Cl)cc3Cl)C(=O)O2)cc1
→ -1.7 | 1 | 0.0 | -14
30) Cc1nc(SCC#N)c2c3c(sc2n1)CCC3
→ 0.8 | 1 | 0.8 | 15

Not a retest: 4 of the compounds above.
Order of values – GPR151 activ | TEAD-YAP inh | FBW7 act | MITF inh
1) Cc1cc2cc(C#N)c(N3CCCN(C(=O)/C=C/C(=O)O)CC3)nc2cc1C
→ 0.7 | 16 | 0.0 | 0
2) CC(NC(=O)Cn1nnc(-c2ccccc2F)n1)c1ccccc1 (stereo not drawn)
→ -1.7 | -15 | -0.1 | -2
3) CC(C)N(CCNC(=O)c1cncc(-c2ccccc2)c1)C(C)C
→ 1.5 | 1 | -0.1 | -2
4) C/C(N)=C(/C#N)C(=O)CSc1nnc(-c2cccc(S(=O)(=O)N3CCOCC3)c2)o1
→ -0.9 | 8 | 0.1 | 15

More entries
Order of values – GPR151 activ | TEAD-YAP inh | FBW7 act | MITF inh
31) CSc1ncc(C(=O)Nc2c(C)cccc2C)c(C)n1
→ -1.3 | 1 | 0.3 | 11
32) CCOc1cc(/C=N\NC(=O)c2ccc(N)cc2)ccc1OCc1ccccc1
→ 1.6 | -1 | 0.0 | 7
33) Cn1c(=O)c2c(nc3n2CC(c2ccc(OC(F)F)cc2OC(F)F)=NN3)n(C)c1=O
→ 1.3 | -2 | 0.1 | -25
34) O=C(NCCCS(=O)(=O)N1CCN(c2ncccn2)CC1)c1cc2ccccc2o1
→ -1.2 | 0 | 0.0 | 0
35) COc1ccc(C)cc1S(=O)(=O)N1CCN(S(=O)(=O)c2cc(C)ccc2OC)C(C)C1 (stereo not drawn)
→ 2.6 | 4 | 0.1 | 1
36) CCCCc1ccc(-c2nnc(-c3ccccc3C)o2)cc1
→ -0.5 | -17 | 0.0 | 11
37) CC1(C)C(=O)N(CC2(C)CC2(Cl)Cl)C(=O)N1C(=O)c1ccccc1 (stereo not drawn)
→ 1.4 | -2 | 0.1 | -13
38) Cc1ccnn1CCC(=O)NCCc1nc(-c2cccnc2)n[nH]1
→ -0.5 | 5 | 0.9 | 10
39) CC(C)(C)N(Cc1ccccc1)C(=O)CNc1ccc(I)cc1
→ -2.4 | -12 | 0.9 | -15
40) COc1ccc(NC(=O)N2CCCC2C(=O)NC(C)(C)C)cc1 (stereo not drawn)
→ 2.9 | -3 | -0.2 | -6

Order of values – GPR151 activ | TEAD-YAP inh | FBW7 act | MITF inh
41) CCn1c(CN2CCN(C)C(CCO)C2)nc2ccccc21 (stereo not drawn)
→ 3.7 | 11 | -0.1 | 5
42) CC(C)c1ccc(C2NC(C(=O)O)CS2)cc1 (stereo not drawn)
→ 2.0 | 2 | -0.1 | 5
43) Cn1c(=O)c2sccc2n2c(CCCC(=O)Nc3ccc(Cl)cc3)nnc12
→ -1.6 | -6 | -0.1 | 1
44) Cc1nc(-c2cccc(NS(=O)(=O)c3ccccc3)c2)cs1
→ -0.2 | -14 | 0.0 | -9
45) COc1ccc(/C=N\NC(=O)CNc2ccccc2C)c(O)c1
→ 0.9 | 15 | 0.0 | 1
46) Cc1ccc(C(=O)C(NC(=O)c2cccs2)Nc2ccc(S(N)(=O)=O)cc2)cc1 (stereo not drawn)
→ 0.5 | -2 | -0.2 | 3
47) O=C(NCCCNc1ccc([N+](=O)[O-])cc1Cl)c1ccccc1F
→ -0.2 | 7 | -0.1 | 18
48) CCCCC/C=C\C[C@@H](O)/C=C/C=C/C=C\[C@@H](O)CCCC(=O)N(C)C
→ 1.2 | . | . | -14
49) Cc1cccc(NC(=S)NCCc2ccccc2)n1
→ 0.4 | -2 | -0.3 | 8
50) C=CCN1C2=NCCN2c2ccccc21
→ 0.5 | -6 | 0.2 | -2

cpd	Molecule	GPR151 activ	TEAD-YAP inh	FBW7 act	MITF inh
51	Cc1cc(C(=O)COC(=O)c2ccccc2)c(C)n1Cc1ccc2c(c1)OCO2	-0.6	1	-0.1	-8
52	O=c1c2ccccc2ncn1Cc1ccccc1	2.6	-2	0.1	9
53	COc1ccc(NC(=O)c2cc([N+](=O)[O-])ccc2NCc2cccnc2)cc1	-0.5	15	-0.2	4
54	Cc1ccn2cc(-c3cccs3)cc2c1	3.6	-8	0.3	9
55	CCC(CC)C(=O)N1c2ccccc2C(=C2SC(C(=O)OC)=C(C(=O)OC)S2)C(=S)C1(C)C	1.1	4	0.4	55*
56	CCCSc1nc2c(c(=O)n1-c1ccccc1)SCC2	0.9	-10	-0.1	15
57	O=C(CSc1nnc(NC(=O)c2cccs2)s1)Nc1nc2ccccc2s1	-0.5	-8	0.2	25
58	CCN1C(=O)[C@@H](O)C[C@H]1c1ccccc1OC	-0.4	-1	0.0	3
59	COc1ccc2nc(SCC(=O)Nc3ccc(OC)c(OC)c3)c(C#N)cc2c1	0.2	-4	0.0	0
60	CC(C)Cn1c(=O)[nH]c2ncc(-c3ccc(C(=O)N4CCN(C)CC4)cc3)nc21	-0.1	6	-0.4	-8

cpd	Molecule	GPR151 activ	TEAD-YAP inh	FBW7 act	MITF inh
61	COc1cccc(C(=O)N2CCC(n3nnc4ccccc4c3=O)CC2)c1OC	1.1	6	0.0	10
62	CN(C)c1cccc(-c2cnn3c(N4CCN(c5ccccn5)CC4)ccnc23)c1	-1.3	0	1.6	8
63	O=C(NCCCO)/C(=C/c1ccco1)NC(=O)c1cccc(Br)c1	-0.3	-3	0.0	9
64	Cc1ccc(S(=O)(=O)Oc2ccc(/C=N/N=C3\NC(=O)C(CC(=O)O)S3)cc2)cc1 (stereo not drawn)	2.6	-8	0.0	0
65	CCOC(=O)C1CCN(C(=O)c2cc(COc3ccc(F)cc3F)on2)CC1	0.6	-58	0.0	-2
66	O=C(O)CN1C(=O)S/C(=C/C(Cl)=C/c2ccc([N+](=O)[O-])cc2)C1=O	0.7	7	0.0	9
67	CCOc1ccc(-c2cc(C(=O)NN3Cc4ccccc4C3=N)[nH]n2)cc1	-1.0	-7	-0.6	12
68	CC(=O)N/C(N)=N/c1nc2ccccc2c(=O)[nH]1	1.6	5	0.2	0
69	CC(C)n1cnc2c(NCC3CCCO3)nc(-c3cccc(OC(F)(F)F)c3)nc21 (stereo not drawn)	-1.0	-4	-0.1	-5
70	Cc1ccc(N2C(=O)c3ccc(C(=O)OCC(=O)c4ccc(Br)cc4)cc3C2=O)cc1C	0.8	4	1.1	14

cpd	Molecule	GPR151 activ	TEAD-YAP inh	FBW7 act	MITF inh
71	CC(C)(O)C(=O)NNC(=O)Nc1ccc(Br)cc1	-0.5	-7	0.3	13
72	O=C(NCC1COc2ccccc2O1)c1ccc(N2CCOCC2)c([N+](=O)[O-])c1 (stereo not drawn)	0.5	-4	0.0	4
73	CN(C)c1cccc(Nc2ccc(N3CCC(C(=O)NCCO)CC3)nn2)c1	1.8	7	-0.1	-3
74	CCOC(CNC(=O)Cn1cnc2sc(C)c(C)c2c1=O)OCC	0.9	1	-0.1	-3
75	Cc1cc(C)c(S(=O)(=O)Nc2ccc(Cl)c3cccnc23)c(C)c1	0.1	8	0.1	1
76	COC(CNC(=O)c1cc(Sc2ccccc2Cl)nc2ccccc12)OC	-0.1	-4	0.1	9
77	COc1ccccc1-c1noc(-c2ccccc2Cl)n1	-1.5	-40	-0.1	4
78	C=CCN1C(=O)C(CC)NC1=S (stereo not drawn)	-0.4	7	0.2	9
79	CNC(=O)/C(=C/c1cccc([N+](=O)[O-])c1)NC(=O)c1ccc(C(C)(C)C)cc1	6.0*	1	0.1	3
80	O=C(CCCn1c(=S)[nH]c2ccccc2c1=O)N1CCCC1	-0.9	2	0.0	1

Some values from the list.
For TEAD-YAP inh, no. 71 reads -7
For FBW7 act, no. 80 reads 0.0
For TEAD-YAP inh, no. 77 reads -40
For GPR151 activ, no. 75 reads 0.1
For TEAD-YAP inh, no. 74 reads 1
For FBW7 act, no. 79 reads 0.1

Full records, looked up by structure.
CNC(=O)/C(=C/c1cccc([N+](=O)[O-])c1)NC(=O)c1ccc(C(C)(C)C)cc1 is entered as GPR151 activ = 6.0*; TEAD-YAP inh = 1; FBW7 act = 0.1; MITF inh = 3
O=C(CCCn1c(=S)[nH]c2ccccc2c1=O)N1CCCC1 is entered as GPR151 activ = -0.9; TEAD-YAP inh = 2; FBW7 act = 0.0; MITF inh = 1

Next part
cpd	Molecule	GPR151 activ	TEAD-YAP inh	FBW7 act	MITF inh
81	CCN(CC)c1ccc(/C=C2\C(=N)N3N=C(N4CCOCC4)SC3=NC2=O)cc1	-0.6	-1	-0.2	8
82	S=c1[nH]c2ccccc2n1Cc1ccccc1Cl	0.2	-35	-0.1	1
83	Cc1cccc(-n2cc(-c3ccccc3)c3c(NCCO)ncnc32)c1	-1.0	-11	0.1	2
84	COc1ccc(/C=C2\N=C(c3ccc(OC)c(OC)c3)OC2=O)cc1	0.0	-17	0.0	1
85	CCC(=O)N1CCc2cc(S(=O)(=O)NC(CC(C)C)C(=O)N3CCCCC3)ccc21 (stereo not drawn)	-0.7	0	-0.1	-4
86	Cc1cc2c(c(=O)o1)C(c1c(F)cccc1Cl)C(C#N)=C(N)O2 (stereo not drawn)	-1.3	2	0.0	11
87	CC1CCc2c(sc3ncn(C4CCN(CC(=O)NC5CC5)CC4)c(=O)c23)C1 (stereo not drawn)	1.3	1	0.0	15
88	COCCn1c(-c2ccc(F)cc2)cnc1SCC(=O)Nc1ccc(N(C)C)cc1	-0.3	17	-0.3	12
89	Cc1ccc(C(C)C)c(OCCNC(=O)CCC2CCCC2)c1	-0.8	6	0.0	-2
